Bioassay records as filed in PubChem.
WRN helicase inh: inhibitors of human WRN helicase | Q14191 | WRN helicase unwinding, fluorescent forked duplex, kinetic | Potency, µM (series often up to 114 µM), without a hit: at the highest dose activity change, negative = inhibition, hits mostly inhibitors | 360,000 compounds, 0.46% hits | AID 651768; note: potency is the fitted concentration of half-maximal effect; % is set by controls: 0 for no effect and ±100 for the full control effect; nearly all actives have a fitted effect of over 55% in size
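Enzyme (20 nM final) and test compound sit together 15 min at room temperature before substrate addition. Substrate is a single-forked duplex oligonucleotide (100 nM) labelled with fluorophore and quencher, with 2 mM ATP; helicase unwinding raises red fluorescence, read kinetically.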
PI5P4Ka inh: inhibitors of human PI5P4K alpha; P48426; PI5P4Kalpha enzyme, ADP-Glo luminescence, 60 min; active compounds read low; max response, %; 330,000 compounds, 1.2% hits; AID 652105; active = max response of -50% or lower; inconclusive = between -30% and -50%; inactive = -30% or higher; note: value at the top dose of about 77 µM; % is set by controls: 0 for no effect and ±100 for the full control effect
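Reactions run in 0.038 M HEPES pH 7.4, 0.28 mM EGTA, 0.1% CHAPS and 5% DMSO, with PI5P4Kalpha, substrate, compound and 5 microM ATP final, one hour at room temperature. Readout is ADP-Glo luminescence.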
HEK293 tox: cytotoxicity in counter-screen for GLP-1R inverse agonists. Potency, µM (highest dose often 38.3 µM), without a hit: at the highest dose activity change, negative = inhibition, most hits filed as inhibitors. 410,000 compounds, 0.13% hits. HEK293 cAMP-luciferase reporter cells, luminescence, 24 h;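 note: loss of luciferase light is scored as toxicity; potency is the fitted concentration of half-maximal effect; % is set by controls: 0 for no effect and ±100 for the full control effect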
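Step one: seed cells (200 cells/uL, DMEM with 10% Nu serum, 1% pen-strep). Step two: 12-hour incubation at 37 deg C. Step three: pin 23 nL compound, incubate 24 hr. Step four: add luciferase reagent, read luminescence 12 min later.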
IL-2 act: activates IL-2 in a cell-based reporter assay. IL-2 activation reporter assay, cell-based qHTS; stimulated with anti-CD3/CD4/CD28 beads; in transgenic mouse T cells. activation, % (series mostly up to about 46 µM). 360,000 compounds, 0.065% hits; in the data active = activation above about 50%; inconclusive = mostly about 30% to 49%; note: 0% is about no effect
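Unstimulated transgenic mouse T cells, 750 per well, received compound and, after 60 minutes, anti-CD3/anti-CD4 bead plus anti-CD28 stimulation. EGFP and DsRed were quantified after 18 hours.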
DRD3 antagonist: antagonists of human D3 dopamine receptor. 360,000 compounds, 2.5% hits. max response, negative = inhibition, %. P35462. D3R cells, DiscoveRx beta-arrestin luminescence, antagonist mode; active compounds read low; in the data active = max response below about -50%; inconclusive = no clear call, values can overlap the other calls; note: % is set by controls: 0 for no effect and ±100 for the full control effect; mostly tested at two doses, the higher about 12 µM
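Cells plated overnight at 1500 cells/well, then exposed to library compounds with dopamine controls for 90 minutes at 37 degrees C. DiscoveRx reagent added for 30–60 minutes at room temperature; luminescence read, quantitative HTS format.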
D3 ag: agonists of human D3 dopamine receptor; D3R DiscoveRx beta-arrestin cells, luminescence, 90 min; P35462; max activation, %; 410,000 compounds, 0.58% hits; in the data active = max activation above about 30%; note: 0% is about no effect; mostly tested at two doses, the higher about 12 µM
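Cells at 1500/well, incubated overnight, then treated with pinned compounds (dopamine as control) for 90 min at 37 degrees C. DiscoveRx reagent added for 30 - 60 minutes at room temperature; luminescence read.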
PLK1 PBD block: PLK1 (human) polo-box domain binding inhibition; 360,000 compounds, 2.8% hits; Potency, µM, for inactives: max response, negative = inhibition, most hits filed as inhibitors; Plk1 PBD binding of FITC phosphopeptide, fluorescence polarization; P53350; note: potency is the fitted concentration of half-maximal effect; series mostly up to about 57 µM; % is set by controls: 0 for no effect and ±100 for the full control effect; nearly all actives have a fitted effect of over 65% in size
GLP-1R inv ag: GLP-1 receptor (human) inverse agonism. HEK293 GLP-1R CRE-luciferase, luminescence, 24 h; GLP-1R form is constitutively active. P43220. 410,000 compounds, 1.6% hits. Potency, µM (doses to about 38.3 µM), inactives show at the top dose activity change, negative = inhibition, actives largely listed as inhibitors; note: potency is the fitted concentration of half-maximal effect; % is set by controls: 0 for no effect and ±100 for the full control effect; nearly all actives have a fitted effect of over 55% in size
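Luminescence readout: a drop in cAMP-driven luciferase signal flags inverse agonism at a constitutively active GLP-1R stably expressed in HEK293. Compound exposure lasted 24 hr at 37 deg C, 5% CO2.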
GLP1R ag: GLP-1 receptor (human) agonism. HEK293 GLP-1R CRE-luciferase, luminescence, 4-6 h; cells express a hypersensitive GLP-1R form. Potency, µM (series often up to 45.6 µM), without a hit: top-dose activation, most hits filed as activators. 380,000 compounds, 0.007% hits. AID 624172; note: potency is the fitted concentration of half-maximal effect; % of control where 0% means no effect
* hit, by the source's call; [ ] = remark or other dose. Unless noted, calls come from the whole dose curve; as a rule, active = well fitted curve in the direction sought with a large enough effect; inconclusive = small, poorly fitted or top-dose-only effect, or another doubt; inactive = no such curve, though single readings can be large; an effect the other way counts as inactive or inconclusive.

`Cc1nc(NC(=O)c2ccccc2)sc1-c1csc(NCc2ccccc2)n1` gave WRN helicase inh -9%, PI5P4Ka inh 5, HEK293 tox 9%, IL-2 act -3.9, DRD3 antagonist -3, D3 ag -9, PLK1 PBD block -14%, GLP-1R inv ag inconclusive and GLP1R ag -2%.
Screening CCn1c(=O)n(CC(=O)Nc2ccc(F)cc2)c(=O)c2ccccc21 returned WRN helicase inh -2%, PI5P4Ka inh -5, HEK293 tox 3%, IL-2 act -3.0, DRD3 antagonist -1, D3 ag 1, PLK1 PBD block -18%, GLP-1R inv ag 2% and GLP1R ag 12%.
`CC1Oc2ccccc2OC1(O)c1ccc2ccccc2n1` (stereo not given) gave WRN helicase inh -4%, PI5P4Ka inh -7, HEK293 tox -4%, IL-2 act -0.9, DRD3 antagonist -3, D3 ag -4, PLK1 PBD block -17%, GLP-1R inv ag inconclusive and GLP1R ag 8%.
FC(F)(F)c1ccc(Cl)c(-n2c(-c3cc(-c4ccco4)[nH]n3)n[nH]c2=S)c1 was read as WRN helicase inh -34%, PI5P4Ka inh inconclusive, HEK293 tox 0%, IL-2 act -0.4, DRD3 antagonist -17, D3 ag 5, PLK1 PBD block -21%, GLP-1R inv ag -17% and GLP1R ag -3%.
For CCN(C(=O)C1CCCN(c2nc(-c3ccc(OC)cc3)no2)C1)c1ccccc1F (stereo not given) the results were WRN helicase inh -1%, PI5P4Ka inh 0, HEK293 tox -7%, IL-2 act -1.7, DRD3 antagonist -12, D3 ag 2, PLK1 PBD block -6%, GLP-1R inv ag inconclusive and GLP1R ag 3%.
Screening CCCCn1c(=O)[nH]c(=O)c2c1nc(-c1ccc3ccccc3c1)n2CC returned WRN helicase inh -3%, PI5P4Ka inh 3, HEK293 tox -9%, IL-2 act -0.6, DRD3 antagonist 2, D3 ag -2, PLK1 PBD block -15%, GLP-1R inv ag 17% and GLP1R ag 9%.
For Cc1cc(C)cc(NC(=S)NCc2ccc3c(c2)OCO3)c1 the results were WRN helicase inh -14%, PI5P4Ka inh 6, HEK293 tox inconclusive, IL-2 act -1.7, DRD3 antagonist 3, D3 ag 2, PLK1 PBD block -1%, GLP-1R inv ag inconclusive and GLP1R ag 19%.
Cc1ccc(Cl)c(NC(=O)CN2C(=O)C(C)N(c3ccc(F)cc3)C2=O)c1Cl (stereo not given) was read as WRN helicase inh -1%, PI5P4Ka inh -14, HEK293 tox 3%, IL-2 act 0.6, DRD3 antagonist -23, D3 ag -7, PLK1 PBD block -9%, GLP-1R inv ag -15% and GLP1R ag 4%.
`COc1cccc2sc(Nc3nc(-c4ccncc4)cs3)nc12` gave WRN helicase inh -16%, PI5P4Ka inh inconclusive, HEK293 tox inconclusive, IL-2 act -2.6, DRD3 antagonist -6, D3 ag 0, PLK1 PBD block -4%, GLP-1R inv ag inconclusive and GLP1R ag 25%.
For C#CCCOC(=O)N1C2=NC(C(=O)OC)=C(C(=O)OC)[C@@H]3N(C)c4ccc(OC)cc4[C@]23C[C@H]1C(=O)OC the results were WRN helicase inh -4%, PI5P4Ka inh -2, HEK293 tox 8%, IL-2 act -3.1, DRD3 antagonist inconclusive, D3 ag -24, PLK1 PBD block -3%, GLP-1R inv ag 28% and GLP1R ag 1%.
For O=c1c2ccccc2nc(SCc2cccc(F)c2)n1-c1cccc(S(=O)(=O)N2CCCC2)c1 the results were WRN helicase inh -1%, PI5P4Ka inh 6, HEK293 tox 13%, IL-2 act 0.2, DRD3 antagonist 7, D3 ag -2, PLK1 PBD block -8%, GLP-1R inv ag inconclusive and GLP1R ag -3%.
Screening CCn1cc(C(=O)N2CCN(c3cc(C)ccc3C)CC2)c(=O)c2cc(S(=O)(=O)N3CCOCC3)ccc21 returned HEK293 tox 1%, D3 ag -10, GLP-1R inv ag 7% and GLP1R ag 0%.

3 compounds drawn at random from the list so far:
FC(F)(F)c1ccc(Cl)c(-n2c(-c3cc(-c4ccco4)[nH]n3)n[nH]c2=S)c1 was read as WRN helicase inh -34%, PI5P4Ka inh inconclusive, HEK293 tox 0%, IL-2 act -0.4, DRD3 antagonist -17, D3 ag 5, PLK1 PBD block -21%, GLP-1R inv ag -17% and GLP1R ag -3%.
`Cc1nc(NC(=O)c2ccccc2)sc1-c1csc(NCc2ccccc2)n1` gave WRN helicase inh -9%, PI5P4Ka inh 5, HEK293 tox 9%, IL-2 act -3.9, DRD3 antagonist -3, D3 ag -9, PLK1 PBD block -14%, GLP-1R inv ag inconclusive and GLP1R ag -2%.
For C#CCCOC(=O)N1C2=NC(C(=O)OC)=C(C(=O)OC)[C@@H]3N(C)c4ccc(OC)cc4[C@]23C[C@H]1C(=O)OC the results were WRN helicase inh -4%, PI5P4Ka inh -2, HEK293 tox 8%, IL-2 act -3.1, DRD3 antagonist inconclusive, D3 ag -24, PLK1 PBD block -3%, GLP-1R inv ag 28% and GLP1R ag 1%.

The listing continues:
For CCC(=O)c1ccc(OCCSc2ncccn2)cc1 the results were WRN helicase inh -2%, PI5P4Ka inh 7, HEK293 tox -3%, IL-2 act -0.6, DRD3 antagonist 7, D3 ag 5, PLK1 PBD block 27µM*, GLP-1R inv ag -20% and GLP1R ag 1%.
Screening CCCCN1C(=O)C(CC(=O)NC2CCCC2)CC(C(=O)N(CC)CC)=C1C (stereo not given) returned WRN helicase inh 5%, PI5P4Ka inh -4, HEK293 tox -18%, IL-2 act -0.1, DRD3 antagonist 18, D3 ag 3, PLK1 PBD block 0%, GLP-1R inv ag 4% and GLP1R ag 4%.
Cc1ccc(NC(=O)CSCC(=O)NNC(=O)c2ccoc2C)cc1 was read as WRN helicase inh -3%, PI5P4Ka inh -9, HEK293 tox 0%, IL-2 act -0.6, DRD3 antagonist 4, D3 ag -4, PLK1 PBD block -4%, GLP-1R inv ag -17% and GLP1R ag -5%.
Screening CC1CC(=O)c2cnc(Nc3ccccc3)nc2C1 (stereo not given) returned WRN helicase inh -6%, HEK293 tox -2%, IL-2 act 2.8, DRD3 antagonist 15, D3 ag -4, PLK1 PBD block -6%, GLP-1R inv ag 6% and GLP1R ag -9%.
Screening Cc1cc(C(=O)OCC(=O)N2CC(=O)Nc3ccccc32)c(C)n1-c1ccc(F)cc1 returned WRN helicase inh -9%, PI5P4Ka inh 5, HEK293 tox -6%, IL-2 act -0.7, DRD3 antagonist -5, D3 ag -15, PLK1 PBD block 0%, GLP-1R inv ag inconclusive and GLP1R ag 1%.
`COCCNC(=O)CSc1nccn1Cc1ccc2c(c1)OCO2` gave WRN helicase inh -3%, PI5P4Ka inh -1, HEK293 tox 5%[7.66 µM], IL-2 act -0.9, DRD3 antagonist 4, D3 ag 0, PLK1 PBD block -3%, GLP-1R inv ag 0%[7.66 µM] and GLP1R ag 0%.
Screening CCc1ccccc1NC(=O)NC1CC2CCC(C1)N2Cc1ccco1 (stereo not given) returned WRN helicase inh 4%, PI5P4Ka inh -12, HEK293 tox -9%, IL-2 act -1.4, DRD3 antagonist inconclusive, D3 ag -17, PLK1 PBD block 8%, GLP-1R inv ag -6% and GLP1R ag -1%.
For COc1ccc(N2CCN(C(=O)CCCn3c(=O)[nH]c4cc(Cl)ccc4c3=O)CC2)cc1 the results were WRN helicase inh -16%, PI5P4Ka inh 3, HEK293 tox -7%, IL-2 act 3.6, DRD3 antagonist 1, D3 ag 1, PLK1 PBD block -13%, GLP-1R inv ag -29% and GLP1R ag -11%.
Cc1cccc(NC(=S)NCC(c2cccnc2)N2CCOCC2)c1 (stereo not given) was read as WRN helicase inh 0%, PI5P4Ka inh 6, HEK293 tox -2%, IL-2 act -0.2, DRD3 antagonist 6, D3 ag 2, PLK1 PBD block -3%, GLP-1R inv ag 5% and GLP1R ag -3%.
Screening COc1ccc(CCN(C)CC(=O)Nc2c(C)cc(C)cc2C)cc1OC returned WRN helicase inh 9%, PI5P4Ka inh 5, HEK293 tox -14%, IL-2 act 1.0, DRD3 antagonist -10, D3 ag 1, PLK1 PBD block -9%, GLP-1R inv ag -2% and GLP1R ag 8%.
Screening O=C1c2ccccc2C(=O)N1CCCSc1nc2ccccc2o1 returned WRN helicase inh -7%, PI5P4Ka inh 18, HEK293 tox 3%, IL-2 act 0.4, DRD3 antagonist 0, D3 ag 2, PLK1 PBD block -6%, GLP-1R inv ag inconclusive and GLP1R ag 18%.
Screening COc1ccc(CC(=O)NCc2ccccc2)cc1S(=O)(=O)N1CCOCC1 returned WRN helicase inh 10%, HEK293 tox -6%, IL-2 act -0.8, DRD3 antagonist 8, D3 ag 3, PLK1 PBD block -1%, GLP-1R inv ag 3% and GLP1R ag -10%.
`Cc1ccc(OCC(=O)Nc2cc(S(=O)(=O)N3CCCCC3)ccc2N2CCN(C)CC2)c(C)c1` gave WRN helicase inh -5%, PI5P4Ka inh 14, HEK293 tox inconclusive, IL-2 act -6.3, DRD3 antagonist 2, D3 ag -17, PLK1 PBD block 1%, GLP-1R inv ag inconclusive and GLP1R ag 12%.
COc1cc(-n2c(=O)c3ccccc3n(Cc3cccnc3)c2=O)cc(OC)c1OC was read as WRN helicase inh -25%, PI5P4Ka inh 0, HEK293 tox -9%, IL-2 act -4.4, DRD3 antagonist 76, D3 ag -2, PLK1 PBD block -5%, GLP-1R inv ag -4% and GLP1R ag 7%.
For Cc1oc2c(CN3CCCC3)c(O)ccc2c(=O)c1-c1ccccc1 the results were WRN helicase inh 1%, HEK293 tox -32%, IL-2 act -0.5, DRD3 antagonist 17, D3 ag 1, PLK1 PBD block -7%, GLP-1R inv ag 0% and GLP1R ag -10%.
For Cc1nn(Cc2ccccc2Cl)c(C)c1NC(=O)c1nc2ncccn2n1 the results were WRN helicase inh 7%, PI5P4Ka inh 7, HEK293 tox 2%, IL-2 act -0.2, DRD3 antagonist inconclusive, D3 ag -6, PLK1 PBD block -9%, GLP-1R inv ag 135%[activator] and GLP1R ag inconclusive.
